Screens (PubChem)
Myeloid diff 2: induction of myeloid progenitor differentiation, primary screen, cell-based, flow cytometry, MLPCN library. AID 624256, 2012. calls only at 10 µM. hit rate 1% among 360,000. ER-HoxA9 myeloid progenitors, lysozyme-GFP differentiation;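 active = normalized GFP-positive differentiation at or above the plate's own cutoff, the solvent-only control mean plus 3 SD; inconclusive = no clear call, values can overlap the other calls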;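 note: cells exposed to compound for four days before flow analysis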
Myeloid diff 2 GFP+ MAC1+ %: further read-out of Myeloid diff 2, marked with its call; GFP+ MAC1+ double positive, %; measured here: differentiation confirmed by MAC1 staining
* marks the source's active call; other numbers are inactive results; i = inactive; ? = inconclusive; / = no result given; + = active, no number.

SMILES	Myeloid diff 2	Myeloid diff 2 GFP+ MAC1+ %
CC(=O)Nc1cccc(-c2cc(NC(C)=O)c3ncc(-c4ccc(F)cc4)n3c2)c1	i	1.1
COc1ccccc1-c1cnc2c(Nc3cccc(OC(F)(F)C(F)F)c3)nccn12	i	0.8
CN(C)c1ncnc2c1ncn2[C@H]1CN(Cc2cccnc2)C[C@@H](CO)O1	i	0.4
CCCCNC(=O)C1(C)CCN1C(=O)c1cccc(OC(F)(F)F)c1 (stereo unspecified)	i	0.6
CCc1nc2ccc(C(=O)NCc3ccccc3OC)cn2c1N(CCC(C)C)CCN(C)C	i	1.8
COc1cccc(CNC(=O)[C@@H]2CCCN2C(=O)[C@H]2CCCCN2C(=O)c2ccccc2C)c1	i	0.8
CC(C)NC(=O)N(C)C[C@@H]1Oc2cc(C#Cc3ccccn3)ccc2S(=O)(=O)N([C@@H](C)CO)C[C@H]1C	i	1.0
Cc1cccc(N2CCN(C(C(=O)NCc3ccccc3)c3ccc(F)cc3)CC2)c1C (stereo unspecified)	i	0.9
COC(=O)c1ccc2ccccc2n1	i	0.9
COc1ccc(Cl)cc1N1C(=O)/C(=C/c2sccc2C)N=C1SCC(=O)NC1CC1	i	1.1

5 compounds already listed, sorted by the number in Myeloid diff 2 GFP+ MAC1+ %, highest first.
structure | Myeloid diff 2 GFP+ MAC1+ %
CC(C)NC(=O)N(C)C[C@@H]1Oc2cc(C#Cc3ccccn3)ccc2S(=O)(=O)N([C@@H](C)CO)C[C@H]1C | 1.0
COC(=O)c1ccc2ccccc2n1 | 0.9
COc1cccc(CNC(=O)[C@@H]2CCCN2C(=O)[C@H]2CCCCN2C(=O)c2ccccc2C)c1 | 0.8
CCCCNC(=O)C1(C)CCN1C(=O)c1cccc(OC(F)(F)F)c1 (stereo unspecified) | 0.6
CN(C)c1ncnc2c1ncn2[C@H]1CN(Cc2cccnc2)C[C@@H](CO)O1 | 0.4

More results
SMILES	Myeloid diff 2	Myeloid diff 2 GFP+ MAC1+ %
Cc1cc(F)ccc1-c1cc(C(=O)Nc2ccccc2)[nH]n1	i	1.0
CC1=C(C(=O)N2CCOCC2)CC(CC(=O)NCC2CCCCC2)C(=O)N1CCCN1CCCC1=O (stereo unspecified)	i	0.1
Cc1ccc(Sc2ncccc2N)cc1	i	0.6
C#CCOCC1CN(c2ccccc2)C(=O)O1 (stereo unspecified)	i	0.7
COc1ccc(-c2ccc(CN3C(C(C)C)C(=O)N(Cc4cn(Cc5ccco5)nn4)CCS3(=O)=O)cc2)cc1OC (stereo unspecified)	i	0.7
CC(C)CC1OC(C)CC2=C1C(=O)OC(C)(C)O2 (stereo unspecified)	i	0.4
COCOc1ccc(-c2ncc(OC)nc2NC(=O)c2ccsc2)cc1	i	1.8
CCc1ccc2c(c1)NC(=O)C2(C)Cc1ccc(C(F)(F)F)o1 (stereo unspecified)	i	0.3
CCCCNC(=O)C(NC(=O)c1cnccn1)C(=O)c1ccccc1 (stereo unspecified)	i	2.1
CCCCn1c(SCCN2CCCCC2)nc2c1c(=O)n(C)c(=O)n2C	i	1.8
Cc1ccc2c(c1)C=CC(C#N)N2C(=O)Oc1ccccc1 (stereo unspecified)	i	0.4
OCc1ccccc1Cn1ccnc1	i	0.6
O=C1NC(O)CCN1C1CC(O)C(CO)O1 (stereo unspecified)	i	1.3
Cc1cc(C(=O)N2CCC2(C)C(=O)Nc2cccc3c2CCCC3)nn1C (stereo unspecified)	i	0.9
COc1ccc(-n2ccnc2SCC(=O)c2c(N)n(C3CC3)c(=O)[nH]c2=O)cc1	i	0.7
O=C(Nc1ccc([N+](=O)[O-])cc1)OC1CCS(=O)(=O)C1 (stereo unspecified)	i	2.2
CCCc1ccc(C(O)c2ncc(-c3ccc(C)cc3)[nH]2)cc1 (stereo unspecified)	i	1.9
Cc1nc2c(OCc3ccc(F)c(F)c3)cccn2c1N(C)C(=O)CCC1CCCC1	i	1.5
CC(=O)N1C[C@H]2CON(C)[C@H]2C[C@H]1c1ccc(-c2ccccc2)cc1	i	0.6
O=C(O)c1ccc(C(S(=O)(=O)c2ccccc2)S(=O)(=O)c2ccccc2)cc1	i	1.2
CCCCN1C[C@H](Cc2ccccc2)[C@@H](CC(=O)Nc2ccc(OC)cc2)C1=O	i	1.3
CCC(CC)C(=O)N(C)c1c(C)nc2c(OCc3ccccc3OC)cccn12	i	0.9
COc1ccc(C(=O)ON=C(C)c2nccs2)cc1	i	0.8
CC1=C(C(=O)N(C(C)C)C(C)C)CC(CC(=O)NCCCN(C)C)C(=O)N1Cc1ccc(C(C)(C)C)cc1 (stereo unspecified)	i	0.4
O=C(NCc1ccc(F)c(F)c1)c1cccc2c(-c3cccnc3)coc12	i	1.5
C[C@H](CO)N1C[C@H](C)[C@@H](CN(C)C(=O)OCc2ccccc2)OCc2cn(nn2)CCCC1=O	i	1.4
COc1cccc(-c2cc3nc(NCCOc4ccccc4Cl)n(C)c(=O)c3s2)c1	i	0.8
Cc1cc(=O)n2nc(N3CCCC(C(=O)NCCCN4C(C)CCCC4C)C3)sc2n1 (stereo unspecified)	i	0.5
Oc1cccc(-c2csc(C(O)(c3ccccc3)C(F)(F)F)n2)c1 (stereo unspecified)	i	0.9
CC(C)CN1CCN(C(=O)COC(=O)c2ccc(S(C)(=O)=O)c([N+](=O)[O-])c2)CC1	+	4.6*
CCOC(=O)c1c(C)[nH]c(C)c1C(=O)COC(=O)/C=C/c1cccc([N+](=O)[O-])c1	i	0.7
CC1(C(=O)Nc2cccc(NS(C)(=O)=O)c2)CCN1CCc1ccccc1 (stereo unspecified)	i	0.4
CS(=O)(=O)Nc1ccc(F)cc1	i	3.6
Cc1ccc(OCC(=O)Nc2ccncc2)cc1C	i	0.6
COCCCN1C(=O)C(CC(=O)NC2CCCC2)CC(C(=O)N2CCOCC2)=C1C (stereo unspecified)	i	0.5
CCOC(=O)C(CC)c1cc2n(c(=O)c1C#N)CCC21OCCO1 (stereo unspecified)	i	0.6
COc1ccc(C(C(=O)NC(C)(C)C)n2c(=O)c(-c3cc4ccccc4[nH]3)nc3ccccc32)cc1 (stereo unspecified)	i	5.7
CCOC(=O)C1CCN(S(=O)(=O)c2ccccc2[N+](=O)[O-])CC1	i	1.0
CC1(C(=O)NCc2ccccc2)CCC(=O)N1CCOc1ccccc1 (stereo unspecified)	i	1.0
COc1cccc(-c2nc(Cl)nc3cc(Cl)ccc23)c1	i	1.2

Record cards (already shown):
Cc1ccc(OCC(=O)Nc2ccncc2)cc1C is listed with Myeloid diff 2 = i; Myeloid diff 2 GFP+ MAC1+ % = 0.6
COc1ccc(C(C(=O)NC(C)(C)C)n2c(=O)c(-c3cc4ccccc4[nH]3)nc3ccccc32)cc1 (stereo unspecified) is listed with Myeloid diff 2 = i; Myeloid diff 2 GFP+ MAC1+ % = 5.7

The results go on:
SMILES	Myeloid diff 2	Myeloid diff 2 GFP+ MAC1+ %
COC(=O)c1c(NC(=O)c2ccccc2C(=O)O)sc2c1CCCC2	i	1.8
CCc1nc2ccc(C(=O)NCc3ccc4c(c3)OCO4)cn2c1N(CC)CCN(C)C	i	1.0
COCCNC(=O)C1CCCN(C(=O)COCc2ccccc2)CC1 (stereo unspecified)	i	0.9
O=C(Nc1nnc([C@@H]2C[C@H](O)[C@@H](CO)O2)s1)c1cccc2ccccc12	i	1.5
COc1ccc(NC2CCCN(C(=O)COc3ccc(C(C)=O)cc3)C2)cc1 (stereo unspecified)	i	1.6
C[C@H](O)[C@@H]1CN2CCc3c([nH]c4ccccc34)[C@@H]2C[C@@H]1N(C)C(=O)NC1CCCCC1	i	0.3
Fc1cccc(Cc2c(-c3ccccc3)nc3ccc(Cl)cn23)c1	i	1.1
C=CCN1[C@@H](Cc2ccccc2)COc2cc(N3CCSCC3)ccc2S1(=O)=O	i	0.9
Cc1c(C(=O)NCc2ccc(F)cc2)sc(=O)n1Cc1ccccc1F	i	3.3
CC(=O)C1=CCC(c2ccc(C)cc2)N(S(=O)(=O)c2ccc(C)cc2)C1 (stereo unspecified)	i	1.2
COc1ccc(NC(=O)c2cccc3c(-c4cccnc4)coc23)cc1	i	0.2
Cc1ccc(S(=O)(=O)C[C@@H]2OC[C@H](C)N2S(=O)(=O)c2ccc(C)cc2)cc1	i	3.4
Cn1c(NCCN2CCCC2)nc2cc(-c3ccsc3)sc2c1=O	?	/
O=C(NCc1ccc(Br)cc1)OC1CC2CC1[C@H]1CCCCN1C2=O (stereo partly specified)	i	0.8
CC(N)c1csc(NC(=O)Nc2cccc(C(F)(F)F)c2)n1 (stereo unspecified)	i	0.9
CCc1nc2ccc(C(=O)NCc3ccc4c(c3)OCO4)cn2c1N(C)Cc1ccc(OC)cc1	i	0.9
COc1ccccc1OCC(=O)N1CCCCCC1	i	1.3
Nc1ccn(C2OC(CO)C(O)C2O)c(=O)n1 (stereo unspecified)	i	12.1
O=C(Nc1ccn(CCOC(=O)c2ccccc2)c(=O)n1)c1ccccc1	i	1.2
CCOC(=O)c1cc(Cl)c2c(ccc3ccccc32)n1	i	0.9
O=C(O)CN1C(=O)C2C3CCC(C3)C2C1=O (stereo unspecified)	i	0.6
CN1CCC(C)(C(=O)Nc2ccc3c(c2)OCCO3)C1 (stereo unspecified)	i	1.3
Cc1ccsc1-c1cc2nc(NCCCN(C)C)n(C)c(=O)c2s1	i	0.9
Cc1ccc(S(=O)(=O)N2[C@@H](Cc3ccccc3)CO[C@H]2CC(=O)c2ccc(F)cc2)cc1	i	1.5
O=C(O)CCC(C(=O)O)N1C(=O)C2C3CCC(C3)C2C1=O (stereo unspecified)	i	0.5
COc1ccc(Cl)cc1-c1noc([C@@H]2O[C@H](CO)[C@H](O)[C@H](O)[C@H]2O)n1	i	0.5
C[C@H](CO)N1C[C@H](C)[C@H](CN(C)S(=O)(=O)c2cccc(F)c2)OCc2ccccc2-c2c(n(C)c3ccccc23)C1=O	i	0.7
CCc1nc2ccc(C(=O)Nc3ccc4c(c3)OCC(=O)N4)cn2c1N(CC)Cc1cccc(Br)c1	i	1.2
Cc1ccccc1CNC(=O)c1csc([C@H]2C[C@H](O)[C@@H](CO)O2)n1	i	0.8
CCOC(=O)[C@]12CCCC=C1N(CCc1ccc(OC)c(OC)c1)C(=O)[C@H](CC(=O)NCCc1ccccc1OC)C2	i	3.2
C[C@@H]1CN([C@H](C)CO)C(=O)CCCn2nncc2CO[C@@H]1CN(C)S(=O)(=O)c1ccc(-n2cccn2)cc1	i	0.2
COc1cccc(CNC(=O)[C@@H]2CCCN2C(=O)[C@@H]2CCCN2C(=O)c2cccs2)c1	i	0.4
Cc1cc2nc(C3CCCCC3)c(Cc3ccccc3)n2c(C)c1Br	i	0.5
COC(=O)c1sccc1NC(=O)c1c(F)c(F)c(F)c(F)c1F	i	0.0
COc1ccc(Cl)cc1CC1(C)C(=O)Nc2ccc(S(=O)(=O)NC3CCCCC3)cc21 (stereo unspecified)	i	0.9
CCOC(=O)[C@]12CCCC=C1N(CCC1=CCCCC1)C(=O)[C@H](CC(=O)NCCCN1CCCC1=O)C2	i	4.0
O=C(NCC1CCCCC1)c1ccc2nc([C@@H]3O[C@H](CO)[C@@H](O)[C@H]3O)[nH]c2c1	i	0.3
CCCNC(=O)C1(C)CCN(C(=O)c2ccc(F)c(Cl)c2)C1 (stereo unspecified)	i	1.5
CCc1nc2ccc(C(=O)N3CCN(C(=O)c4ccco4)CC3)cn2c1N(C)CCC(C)C	i	1.6
CCc1cccc(NC(=O)c2cc(S(=O)(=O)N3CCCCC3)ccc2N2CCOCC2)c1	i	0.8
CC(C)C[C@@H](CN1CCC[C@@H]1CN1C(=S)NC[C@@H]1Cc1ccc(O)cc1)N1C[C@H](Cc2ccc(O)cc2)N(CC2CCCCC2)C1=S	i	4.2
CCc1cnc(Nc2nc(C(N)c3ccccc3Cl)cs2)nc1 (stereo unspecified)	i	0.9
O=C(c1cccc(Br)c1)c1nc2ccccc2[nH]c1=O	i	0.6
C[C@H](NC(=O)c1ncn2c1c(=O)[nH]c1ccc(Br)cc12)c1ccccc1	i	0.2
Cc1ccc(SCC(=O)Nc2nncs2)cc1	i	0.4
COc1ccc(S(=O)(=O)Nc2ccc3c(c2)C(=O)N([C@H](C)CO)C[C@H](C)[C@@H](CN(C)C(=O)Nc2ccc(F)cc2)OCCCC[C@H](C)O3)cc1	i	0.5
C[C@@H]1CN([C@H](C)CO)S(=O)(=O)c2ccc(Br)cc2O[C@H]1CN(C)C(=O)Nc1ccc(F)cc1	i	2.0
COc1ccc(-c2cc(NC(C)=O)c3ncc(-c4cccc(C(C)=O)c4)n3c2)cc1OC	i	0.9
O=C1c2ccccc2C(c2nnnn2Cc2ccccc2)N1CCOc1ccccc1 (stereo unspecified)	i	1.0
COc1ccc(-c2ccc(CN3C(C)C(=O)N(Cc4cn(CCC5OCCO5)nn4)CCS3(=O)=O)cc2)cn1 (stereo unspecified)	i	0.8

Among those listed so far, four have an aryl thioether with sulfur outside any ring:
SMILES	Myeloid diff 2	Myeloid diff 2 GFP+ MAC1+ %
Cc1ccc(Sc2ncccc2N)cc1	i	0.6
CCCCn1c(SCCN2CCCCC2)nc2c1c(=O)n(C)c(=O)n2C	i	1.8
COc1ccc(-n2ccnc2SCC(=O)c2c(N)n(C3CC3)c(=O)[nH]c2=O)cc1	i	0.7
Cc1ccc(SCC(=O)Nc2nncs2)cc1	i	0.4

Going on with the list:
SMILES	Myeloid diff 2	Myeloid diff 2 GFP+ MAC1+ %
CCc1nc2ccc(C(=O)N3CCN(S(=O)(=O)CC)CC3)cn2c1N(C)C(=O)c1cccc(OC)c1	i	0.9
O=C(Nc1ccc(F)cc1)C(c1cc2ccccc2o1)N1CCN(c2cccc(C(F)(F)F)n2)CC1 (stereo unspecified)	i	1.2
CC1(C(=O)NS(=O)(=O)C2CC2)CCCN(C(=O)c2ccc3c(c2)OCO3)C1 (stereo unspecified)	i	0.7
O=C(O)Cc1ccc(N2N=C(c3ccccc3)CC2=O)cc1	i	0.7

Sorted by SMILES length (rising): 3 of the compounds above
SMILES	Myeloid diff 2	Myeloid diff 2 GFP+ MAC1+ %
Cc1ccc(Sc2ncccc2N)cc1	i	0.6
O=C(Nc1ccc([N+](=O)[O-])cc1)OC1CCS(=O)(=O)C1 (stereo unspecified)	i	2.2
COc1cccc(CNC(=O)[C@@H]2CCCN2C(=O)[C@H]2CCCCN2C(=O)c2ccccc2C)c1	i	0.8

An excerpt; count on the stated rates, not on these rows.
